# Bioassay records deposited in PubChem BioAssay by National Center for Advancing Translational Sciences (NCATS).
# Nrf2 inh = inhibitors of Nrf2 signaling. A549 ARE-Fluc reporter, luciferase luminescence, 18-24 h. Potency, µM (doses to about 46 µM), inactives show at the top dose activity change, negative = inhibition, usual class: inhibitors. 2.1% of 360,000 active; further: potency means the concentration at half of the fitted maximal effect; on the % scale 0 is the no-effect control and ±100 the full control effect; nearly all actives have a fitted effect of over 60% in size
#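 In this cell-based qHTS, ARE-driven firefly luciferase in A549 cells reports Nrf2 activity; the luminescent signal after BugLite lysis is the measured value, with a prior CellTiter-Fluor read for cell health.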
# HepG2 tox = counter-screen for TGF-b inhibitors: cytotoxicity in HepG2 cells. Potency, µM (series often up to 46.1 µM), for inactives: at the highest dose activity change, negative = cytotoxicity, actives largely listed as cytotoxic. 0.76% of 410,000 active. HepG2 CAGA-GFP viability, ATP luminescence, 18 h. AID 588856; further: potency means the concentration at half of the fitted maximal effect; some results filed as inactive show a strong effect at the top dose
#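 CellTiter-Glo luminescence gave cytotoxicity after 18 hours at 37 degrees C. The cells were HepG2 CAGA-GFP in 1% FBS DMEM, stimulated with 500 pg/mL TGF-beta after compound addition. %Activity was normalised to no-cell wells (complete cell-killing) and DMSO (no toxicity), and curves were fitted and classified.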
# ATXN2 expr inh = inhibitors of ATXN2 expression. HEK-293 ATXN2-luciferase reporter, luminescence, 24 h. Potency, µM (series often up to 57 µM), inactives show top-dose activity change, negative = inhibition, hits mostly inhibitors. 0.72% of 360,000 active; further: potency means the concentration at half of the fitted maximal effect; on the % scale 0 is the no-effect control and ±100 the full control effect; nearly all actives have a fitted effect of over 55% in size
#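 ATXN2-luciferase reporter cells (luciferase flanked by upstream and downstream ATXN2 gene portions) were treated 24 h at 37 °C with compounds at up to 57 uM. SteadyGlo luminescence gave expression; GF-AFC fluorescence gave viability.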
# IL1B secr inh = inflammasome signaling inhibition, IL-1 beta readout. activity change, % at 57.5 µM. 4.7% of 360,000 active. AID 743279. THP-1 LPS/ATP IL-1B secretion, AlphaLISA, 16 h; hits give low values; in the data active means activity change below about -50%; inconclusive means mostly about -30% to -49%; further: on the % scale 0 is the no-effect control and ±100 the full control effect
#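 THP-1 cells pretreated 1 hr with compounds (up to 57.5 uM final), then stimulated with LPS (250 ng/mL final) plus ATP (1.25 mM final); secreted IL-1B measured by AlphaLISA after 16 hr, decreased signal indicating inhibition.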
# ATXN viability = viability counter-screen for ATXN expression inhibitors. S2 cells (HEK-293 line with an ATXN2-luciferase reporter) viability, CellTiter-Fluor protease fluorescence, 24 h. Potency, µM (highest dose often 56.7 µM), actives largely listed as cytotoxic. 0.49% of 400,000 active. AID 651635; further: potency means the concentration at half of the fitted maximal effect; nearly all actives have a fitted effect of over 40% in size
# TGFb inhibitor = blocks TGF-b signaling | HepG2 CAGA-GFP TGF-b/SMAD3 reporter, GFP fluorescence, 18 h; TGF-beta stimulated, 500 pg/mL final | Potency, µM (series often up to 46.1 µM), for the others: at the top dose activity, negative = inhibition, most hits filed as inhibitors | 1.2% of 410,000 active; further: potency means the concentration at half of the fitted maximal effect; on the % scale 0 is the no-effect control and ±100 the full control effect; nearly all actives have a fitted effect of over 65% in size
#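 GFP signal (ex488/em500-530) from TGF-beta-stimulated HEPG2 CAGA-GFP cells, 500 pg/mL final, 18 h at 37 degrees C in DMEM plus 1% FBS, normalized to unstimulated and DMSO-stimulated controls.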
# MCF10A rereplic = DNA re-replication induction in MCF 10a cells; MCF 10A DNA re-replication, Hoechst nuclear intensity, 48 h; Potency, µM (titrated, usually from 46.1 µM), inactives show top-dose activity, positive = re-replication, hits mostly activators; 2.9% of 350,000 active; AID 624296; further: potency means the concentration at half of the fitted maximal effect; % of control where 0% means no effect; nearly all actives have a fitted effect of over 50% in size
# A549 viability = counter-screen for Nrf2 inhibitors: cytotoxicity in A549 cells. A549 ARE-Fluc cells, CellTiter-Fluor viability, 18-24 h. Potency, µM (doses to about 46 µM), for the others: top-dose activity change, negative = cytotoxicity, usual class: inhibitors. 0.16% of 390,000 active; further: potency means the concentration at half of the fitted maximal effect; on the % scale 0 is the no-effect control and ±100 the full control effect
#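 A549 ARE-Fluc cells in 5% FBS OPTI-MEM, 5000 cells/well, rested 2 h then exposed to compounds in concentration-response for 18-24 h at 37 °C. Viability by CellTiter-Fluor fluorescence (Ex 405/Em 525) after 30 min; luciferase luminescence (BugLite, 15 min, RT) read afterwards.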
# Nrf2 ARE act = Nrf2 pathway activation; 0.31% of 410,000 active; AREc32 ARE-luciferase reporter (MCF7-derived line), luminescence, 24 h; AID 624171; Potency, µM (highest dose often 46.1 µM), for the others: at the top dose activation, hits mostly activators; further: potency means the concentration at half of the fitted maximal effect; % of control where 0% means no effect; nearly all actives have a fitted effect of over 65% in size
#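 Reporter line AREc32 (ARE-Fluc), seeded overnight in OPTI-MEM with 5% FBS; compound pin-transferred, 24 hr at 37 deg C, 5% CO2; luminescent read-out.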
# Starred values were filed as active, the others as inactive; i = inactive; ? = inconclusive; . = not tested or not shown; [ ] = dose if it differs, or a comment. Unless noted, the call rests on the fitted dose curve; in most records, active means well fitted curve in the direction sought with a large enough effect; inconclusive means small, poorly fitted or top-dose-only effect, or another doubt; inactive means no such curve, though single readings can be large; an effect the other way counts as inactive or inconclusive.
SMILES,Nrf2 inh,HepG2 tox,ATXN2 expr inh,IL1B secr inh,ATXN viability,TGFb inhibitor,MCF10A rereplic,A549 viability,Nrf2 ARE act
CCn1c(SCCC(=O)O)nnc1-c1cccnc1,4%,7%,29%,-8,i,3%,4%,-3%,-0.4%
Cc1ccc(-c2c(C)c(-c3ccc(F)cc3)nc(N)c2C#N)o1,.,5%,-2%,-7,i,5%,?,-2%,-0.3%
CC(=O)OC[C@@H]1CN(Cc2ccccc2)C[C@H](n2cnc3c(NCc4ccco4)ncnc32)O1,.,-1%,17%,16,i,14%,.,.,5.2%
S=c1[nH]nc(-c2cc(-c3ccccc3)n[nH]2)n1/N=C/c1cccc(Cl)c1,?,-11%,1%,21,i,0%,23µM*,-7%,4.9%
COC(=O)[C@@]1(Cc2ccc(OC)cc2)[C@@H]2C(=CC(=O)[C@H]2CC(=O)C(=O)N(C)C)CN1C(=O)c1ccccc1,?,-3%,?,-76*,?,?,?,-17%,?
CCCCNC(=O)NCCN1CCOCC1,-12%,21%,-13%,13,i,-6%,1%,1%,0.3%
CNC(=O)C1Cc2c(-c3cccc(F)c3)ccnc2O1 (stereo not given),.,-12%,3%,17,i,11%,.,.,-0.5%
Cc1ccc(OCC(O)CN2C(=O)NC(C)(C)C2=O)cc1 (stereo not given),0%,2%,10%,17,i,-2%,-7%,-2%,0.0%
N#CCC(CNc1ncc(C(F)(F)F)cc1Cl)OC(=O)c1ccc(Cl)cc1 (stereo not given),?,-26%,-12%,?,i,1%,?,-9%,2.8%
Cc1cccc(C(=O)OCC(=O)NN2C(=O)NC3(CCCCC3)C2=O)c1,1%,2%,4%,1,i,-1%,1%,-2%,-0.5%
COc1ccc(-n2nnc(-c3nc(-c4cccs4)no3)c2N)cc1OC,?,1%,.,.,.,10%,.,-1%,0.2%
Cc1cccc(N(Cc2cc(=O)[nH]c3ccccc23)C(=O)C(C)C)c1,5%,-6%,1%,24,i,11%,3%,1%,0.2%

# Structures above that contain a Cl atom, in the order listed:
SMILES,Nrf2 inh,HepG2 tox,ATXN2 expr inh,IL1B secr inh,ATXN viability,TGFb inhibitor,MCF10A rereplic,A549 viability,Nrf2 ARE act
S=c1[nH]nc(-c2cc(-c3ccccc3)n[nH]2)n1/N=C/c1cccc(Cl)c1,?,-11%,1%,21,i,0%,23µM*,-7%,4.9%
N#CCC(CNc1ncc(C(F)(F)F)cc1Cl)OC(=O)c1ccc(Cl)cc1 (stereo not given),?,-26%,-12%,?,i,1%,?,-9%,2.8%

# Further structures.
SMILES,Nrf2 inh,HepG2 tox,ATXN2 expr inh,IL1B secr inh,ATXN viability,TGFb inhibitor,MCF10A rereplic,A549 viability,Nrf2 ARE act
O=C(/C=C\c1ccco1)Nc1nc(-c2ccc3ccccc3c2)cs1,15µM*,-10%,?,-72*,i,-7%,?,14%,3.1%
CCn1c(-c2cccc(Cl)c2)n[nH]c1=S,-4%,6%,-8%,31,i,-9%,2%,-3%,0.0%
CCCCCOc1ccc(/C=C/C(=O)NCCc2nc3ccccc3[nH]2)cc1OC,-20%,-41%,0%,-3,i,-17%,21µM*,7%,-0.4%
CC(=O)Oc1ccc2c(c1)c(C(C)=O)c(C)n2C,-24%,0%,9%,-1,i,-5%,19%,2%,0.3%
Cc1cc([N+](=O)[O-])c2ccccc2c1NS(=O)(=O)c1ccccc1,?,-26%,-23%,8,?,?,?,-12%,-0.4%
Cc1nn(-c2ccccc2)c(C)c1/C=N/NC(=O)c1cc(-c2ccc(Cl)s2)[nH]n1,10µM*,-4%,-21%,-12,i,-9%,3.7µM*,-8%,0.1%
CC(=O)c1ccn(S(=O)(=O)c2ccc(Cl)cc2)c1,-4%,-1%,-33%,-11,i,15%,27%,6%,-0.8%
CC(=O)c1ccc(S(=O)(=O)Nc2ccc3c(c2)OCO3)cc1,?,1%,2%,-15,i,-15%,16%,6%,-0.2%
CC(=O)c1c(C(C)=O)c(C)n(-c2ccc(C(=O)O)cc2)c1C,4%,22%,3%,15,i,1%,-12%,-7%,0.0%
O=C(CN1C(=O)C2(SCC(=O)N2c2ccccc2)c2ccccc21)NCCc1ccccc1 (stereo not given),?,-10%,10%,.,i,11%,.,6%,-0.5%
CCC(=O)Nc1ccc2oc(-c3ccccc3Br)nc2c1,?,-3%,64%[activator],?,i,6%,9%,2%,3.6%
COc1ccc(N(Cc2cccs2)C(=O)COc2ccc(C(C)C)cc2)cc1,?,-31%,.,.,.,?,.,-13%,-0.4%
CC1CCCCN1Cc1nc2c(c(=O)n(C)c(=O)n2C)n1Cc1c(F)cccc1Cl (stereo not given),2%,-12%,-2%,-3,i,-7%,0%,-11%,-1.4%
CC1(NC(=O)Cc2csc(-c3ccc(Cl)cc3)n2)CCS(=O)(=O)C1 (stereo not given),-26%,-24%,11%,8,i,-19%,4%,0%,0.4%
COc1ccc(Br)c(C(=O)OCc2cc(=O)oc3cc(C)ccc23)c1,2%,-20%,-30%,16,?,1%,2%,-1%,1.9%
O=C1CCC[C@@H]2[C@@H](Cc3ccccc3)[C@H](N3CCN(c4ccccc4)CC3)C[C@@H]3CCN1[C@@H]32,?,-97%,?,-5,?,?,?,-14%,-0.7%
CC(NC(=O)COC(=O)c1ccccc1O)c1ccccc1 (stereo not given),.,15%,.,2,i,2%,.,.,-1.0%
COc1ccc(-c2c3c(=O)n(C)c(=O)n(C)c3cn2Cc2ccccn2)cc1,3%,0%,-7%,22,i,1%,18µM*,1%,-1.0%
CC(=O)OCC1=C(C(=O)O)N2C(=O)C(NC(=O)c3ccc(COc4c(C)cccc4Cl)o3)C2SC1 (stereo not given),?,-14%,3%,-9,i,-1%,-6%,0%,3.2%
c1ccc(N2CCN(Cc3nnc(-c4ccc5c(c4)OCO5)o3)CC2)cc1,-3%,-14%,4%,.,i,17%,.,1%,0.7%
Cc1nc2ccc(S(=O)(=O)NC(C(=O)Nc3nc4ccc(Cl)cc4s3)C(C)C)cc2s1 (stereo not given),-4%,-18%,4%,-1,i,-12%,1%,0%,3.5%
CCc1cccc(C)c1NC(=O)C1CCN(S(=O)(=O)c2cccc3nonc23)CC1,-17%,10%,3%,.,i,-17%,.,0%,-0.3%
COc1ccc(F)cc1-c1cc(NC(C)=O)c2ncc(-c3cccc(C(F)(F)F)c3)n2c1,.,-62%,?,?,?,?,.,.,9.8%
CSc1nnc(CNS(=O)(=O)c2ccc(Cl)cc2)n1C,0%,-4%,-2%,10,i,-8%,0%,-2%,-0.6%
Cn1c(Cn2c(=O)sc3ccccc32)nnc1SCc1ccccn1,.,-2%,7%,-7,i,-2%,-4%,-3%,-0.1%
Cc1cc(N2CCN(C3CCCCC3)CC2)nc2cccc(O)c12,-8%,-4%,-1%,-2,i,7%,-8%,-15%,-0.9%
Fc1ccc(C2CCCCN2Cc2nc(CC3CC3)no2)cc1 (stereo not given),1%,0%,-22%,0,i,-11%,-1%,9%,-0.2%
O=C(Nc1ccc(Cl)cc1)c1cccs1,?,-16%,39%[activator],-5,i,-5%,9%,-3%,?
COc1cc(-c2nc3ccc(C)cn3c2Nc2ccc3c(c2)OCCO3)ccc1O,2%,-12%,13%,?,?,11%,21µM*,-11%,23%
Cc1ccc(N2CC(NC(=O)C(=O)c3c[nH]c4ccccc34)CC2=O)cc1 (stereo not given),.,-8%,.,.,.,2%,.,14%,5.3%
CCOc1ccccc1C(=O)NCC(=O)NNC(=O)CN(C)S(=O)(=O)c1ccc(Cl)cc1,?,-15%,-15%,-4,i,-2%,4%,-11%,0.0%
COc1ccc(-c2nn3c(-c4ccc(OC)cc4)nnc3c3ccccc23)cc1,0%,-1%,.,.,.,0%,.,3%,-0.1%
Cc1ccc(C)c(N2CCN(C(=O)CCCn3c(=S)[nH]c4cc5c(cc4c3=O)OCO5)CC2)c1,?,-13%,.,23,.,-7%,6%,-3%,1.8%
Cc1ncc([N+](=O)[O-])n1CCOC(=O)NC(NCc1cccnc1)C(Cl)(Cl)Cl (stereo not given),0%,0%,-1%,19,i,0%,8%,-4%,-1.0%
O=C(NCCc1cccc(Cl)c1)c1cccc(-n2cnnn2)c1,9%,-1%,18%,6,i,-1%,2%,-6%,0.2%
Cc1ccc(CNC(=O)c2cc(-c3ccc(C)c(C)c3)nc3ccccc23)cc1,.,-1%,9%,.,i,-7%,.,12%,0.4%
Cn1c2nc(=O)n(-c3ccccc3)c(=O)c-2nc2c1CCCC2,.,-47%,.,11,.,-18%,.,.,3.0%
CC12CCC3c4ccc(O)cc4CCC3C1CC(O)C2O (stereo not given),?,10%,13%,0,i,3%,-9%,-16%,-0.8%
O=C(Cc1nnc(NC(=O)c2ccccc2)s1)N/N=C/c1cccc(O)c1,3%,15%,-17%,0,i,1%,?,5%,23%
CN(C(=O)CC1C(=O)NCCN1Cc1cccc(F)c1F)C1CC(C)(C)NC(C)(C)C1 (stereo not given),1%,-1%,1%,3,i,?,4%,-4%,-0.7%
COc1ccc(C(=O)NCCc2c[nH]c3ccccc23)cc1S(=O)(=O)N1CCCCC1C (stereo not given),-17%,-27%,6%,-8,i,8%,2%,-12%,2.0%
CCCC(=O)N=c1sc2c(OC)ccc(OC)c2n1C,3%,12%,-1%,13,i,1%,-2%,0%,1.4%
Cn1c(=O)nc2n(-c3ccc(Br)cc3)c3cccc(Cl)c3cc-2c1=O,8%,-3%,0%,.,i,-8%,.,-4%,0.5%
CCn1c(=NC(=O)c2ccc(S(=O)(=O)N3CCCCC3)cc2)sc2cccc(OC)c21,?,-5%,-13%,.,i,2%,.,7%,-0.9%
